Compound activity as filed in PubChem BioAssay.
ST2 inh = blocks human ST2 binding to IL-33. AlphaLISA ST2-Fc/biotin-IL-33 interaction, 1 h. inhibition, % for hits at 17 µM. hit rate 2.3% among 78,000. AID 1259354; in the data active = inhibition above about 30%; inconclusive = mostly about 10% to 28%
Target sequence (Q01638 whole entry, looked up): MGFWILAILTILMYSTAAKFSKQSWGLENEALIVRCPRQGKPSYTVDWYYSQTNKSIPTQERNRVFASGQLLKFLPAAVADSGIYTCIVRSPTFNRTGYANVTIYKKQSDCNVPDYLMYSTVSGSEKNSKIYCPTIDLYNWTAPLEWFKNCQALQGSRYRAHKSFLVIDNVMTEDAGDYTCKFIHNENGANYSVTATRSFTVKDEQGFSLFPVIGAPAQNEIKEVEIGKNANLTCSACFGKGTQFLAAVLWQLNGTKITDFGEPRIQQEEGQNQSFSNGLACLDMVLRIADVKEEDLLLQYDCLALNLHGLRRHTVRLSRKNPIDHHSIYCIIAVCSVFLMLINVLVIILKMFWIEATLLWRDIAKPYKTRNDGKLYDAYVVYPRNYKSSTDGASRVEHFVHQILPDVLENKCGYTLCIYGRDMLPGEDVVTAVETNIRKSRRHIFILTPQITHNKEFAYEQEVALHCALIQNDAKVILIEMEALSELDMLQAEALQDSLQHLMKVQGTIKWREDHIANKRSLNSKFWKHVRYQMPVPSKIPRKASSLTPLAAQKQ
Active calls of the source: *; i = inactive; ? = inconclusive.

SMILES	ST2 inh
CN1CCN([C@@H]2[C@H](O)[C@H](CO)O[C@@H]2CNC(=O)c2cccc(F)c2)CC1	32%*
O=C(NC[C@H]1O[C@@H](CO)[C@@H](O)[C@H]1N1CCc2ccccc2C1)c1ccco1	?
CCN(CC)Cc1cccc2c1COC2	?
O=S1(=O)CCC(S(=O)(=O)N2CCCCC2)C1 (stereo not given)	?
CCCOC(=O)N1CC[C@@H](c2ccc3c(c2)OCO3)[C@H](O)C1	?
O=C(Nc1ccc2oc(-c3ccc(F)cc3)nc2c1)c1ccccc1	i
O=C(NCc1ccccc1)C1CCN(c2ccc(-c3cccs3)nn2)CC1	i
COc1ccc(NC(=O)c2c(C)cc(Cl)nc2Cl)cc1	i
COc1ccc(S(=O)(=O)N2CCN(c3nc(C)cc(N(C)C)n3)CC2)cc1C	i
Cc1oc2cc(OCC(=O)O)ccc2c(=O)c1-c1ccc2c(c1)OCCO2	i
COc1ccc(-n2c(SC)nc3c([nH]c4ccccc43)c2=O)cc1	?
Cc1nn(C)c(C)c1CCC(=O)N1CCCC(O)(CN(C)C)CC1 (stereo not given)	i
CCC(C)OC(=O)C1=C(C)NC2=C(C(=O)CC(C)(C)C2)C1c1ccccc1Br (stereo not given)	?
CCn1c(C2CCCN(CC(C)(C)CN3CCOCC3)C2)nn(C)c1=O (stereo not given)	i
CCCCNC(=O)C1c2cc(OC)c(OC)cc2C(=O)N(C)C1c1ccc(OC)c(OC)c1 (stereo not given)	?
CCCc1cc(C(=O)Nc2cnn(Cc3ccccc3C)c2)no1	i
COc1ccc(OC)c(-n2cnnc2CN2CCCCC2)c1	i
COc1ccc(OCC(=O)Nc2c(C(=O)Nc3ccccc3F)oc3ccccc23)cc1	i
Cc1ccc(NC2=NC3(CCCC3)N=C(N)N2)c(C)c1	?
O=c1[nH]cnc2c1[nH]c1ccc(Br)cc12	?
CC1CCN(CCCNC(=O)CSc2cc(=O)n(C)c3ccccc23)CC1	i
CC(C)NC(=O)NC[C@H]1O[C@@H](CC(=O)N2CCN(c3ccc(F)cc3)CC2)[C@H](O)[C@@H]1O	i
CCOC(=O)Cn1c(=O)n(-c2ccc(F)cc2)c2nc(-c3ccc(Cl)cc3)nc(C(N)=O)c21	i
COc1ccc(S(=O)(=O)N(C(C)=O)c2ccc3oc4c(c3c2)CCCC4)cc1	?
Cc1ccc(NC(=O)C(=O)NCC(C)O)cc1Cl (stereo not given)	?
O=C1Cc2cc(-c3ccc4c(c3)OCO4)ccc2N1	i
CC(C)CC1CC2C(O1)c1ccccc1OC2(C)C (stereo not given)	i
CC1=CC(=O)NC2C=CC=CC12 (stereo not given)	i
CCCc1cc(NCCCN(CC)CC)n2c(nc3ccccc32)c1C#N	i
COc1ccc(OC)c(NS(=O)(=O)c2ccccc2)c1	i
COc1ccc(/C=c2/sc3nc(-c4ccc(Cl)cc4)nn3c2=O)c(OC)c1	i
Cc1nc(-c2coc3cc(OCC(=O)O)ccc3c2=O)cs1	i
CC1CCN(C(=O)c2nn3c(c2Cl)NC(c2ccco2)CC3C(F)(F)F)CC1 (stereo not given)	i
COc1ccc(C2CC(=O)C3=C(C2)Nc2ccccc2NC3c2cccs2)cc1OC (stereo not given)	i
CCc1ccc(CN2CCC(C(=O)NCc3ccc(OC)cc3)CC2)cc1	i
CCN(Cc1ccccc1)C(=O)CCc1nc(-c2ccc(C)cc2)no1	i
CCOc1ccc(-c2ccc(C=O)o2)c([N+](=O)[O-])c1	?
Cc1ccc(C)c(S(=O)(=O)Nc2ccccc2Cl)c1	i
Cc1ccccc1C(=O)N1CCC2(CCCN(Cc3ccc(F)cc3)C2)C1 (stereo not given)	?
COC(=O)C1CC(=O)N(Cc2ccccc2)C1 (stereo not given)	i
Cc1ccc(C(=O)Nc2ccc(Cl)cn2)cc1S(=O)(=O)N1CCOCC1	i
O=S(=O)(Nc1ccc2oc(-c3ccccc3)nc2c1)c1ccccc1	i
CC(C)C1=NOC(CNC(=O)CSCc2ccccc2Cl)C1 (stereo not given)	?
CN(C)CCCN1C(=O)NC(Cc2cccc(F)c2)(C2CCN(C(=O)C3=CCCC3)CC2)C1=O (stereo not given)	i
O=C(O)CN1C(=O)CC(Cc2ccc(Cl)cc2)C1=O (stereo not given)	i
CC1CC(C)CN(S(=O)(=O)c2ccc3c(c2)CCN3C(=O)C2CC2)C1 (stereo not given)	i
COc1cc2c(C(=O)Nc3ccccn3)cn(CC(C)C)c(=O)c2cc1OC	?
CN1CCN(C(=O)c2cc3c(=O)oc4ccccc4c3s2)CC1	i
N#CC1=C(N)OC2=C(C(=O)CCC2)C1c1ccc(Br)s1 (stereo not given)	i
COc1ccc2cc3cc(C(=O)NCc4ccc5c(c4)OCO5)oc3nc2c1	?
CCCS(=O)(=O)N1CCC(C(=O)NCCOC)CC1	i
Cc1c(N2C(=O)CCCC2=O)c(=O)n(-c2ccccc2)n1C	i
Cc1cc(N2CC(C)CC(C)C2)nc2ccc(NC(=O)CCC(=O)NCC3CCCO3)cc12 (stereo not given)	i
CC1=C(CCN2CCN(C)CC2)C(C)(C)CCC1	i
CCCc1nc2nc[nH]n2c(=O)c1NC(=O)Nc1ccc(Br)cc1	i
O=S(=O)(Nc1ccccc1Br)c1ccccc1	i
O=C1CC(Cn2c(=O)oc3ccccc32)c2cnn(-c3ccccc3)c2N1 (stereo not given)	i
CCN(CC)CCNC(=O)c1sc2ccccc2c1Cl	i
O=C1Nc2ccccc2C(O)(C(=O)NCc2ccco2)N1c1ccc(Cl)c(Cl)c1 (stereo not given)	i
CN(CC1COCCO1)c1nc(-c2cccnc2)nc2c1cnn2C (stereo not given)	34%*

Further structures:
SMILES	ST2 inh
Cc1c(Cl)c([N+](=O)[O-])nn1CCCC(=O)Nc1sc2c(c1C(N)=O)CCC(C)C2 (stereo not given)	i
C=C(C)Cn1c(CNC(=O)C(C)(C)C)nc2ccccc21	i
O=C(O)c1ccc(CN2C[C@H](O)C[C@H]2c2nc(-c3ccc(F)cc3)no2)cc1	i
C=CCNC(=O)COc1ccc(Cl)cc1Cl	i
CSc1ccccc1NC(=O)c1cc(-c2ccco2)on1	i
CCOc1ccc(C(=O)Nc2ccc(Nc3nc(C)cc(Nc4ccc(C)cc4)n3)cc2)cc1OCC	?
CCn1cc(C(=O)N2CCCCC2C)c2cc(OC)c(OC)cc2c1=O (stereo not given)	i
CCOC(=O)N1CCN(C(=O)c2ccc(N3CCC(NCCc4cccc(Cl)c4)CC3)cc2)CC1	i
CN=C1SC(CC(=O)Nc2ccccc2F)C(=O)N1C (stereo not given)	i
O=C(c1ccccc1[N+](=O)[O-])N1CCCCC1	i
Cc1ncc2c(c1CNC(=O)c1ccccc1F)CCN(C(=O)c1csc(-c3cccs3)n1)C2	i
COc1ccc(N(CC(=O)Nc2cccc(Br)c2)S(C)(=O)=O)c(OC)c1	i
O=C(Nc1ccccc1C(=O)NCC1CCCO1)c1ccc(Cl)cc1Cl (stereo not given)	?
CC1=CC(C)(C)Nc2ccc(OC(=O)c3ccc4c(c3)OCO4)cc21	30%*
CCOC(=O)C(C)Oc1cc2c(C)cc(=O)oc2cc1Cl (stereo not given)	i
O=[N+]([O-])c1ccc(-c2nc(NCCCO)c3ccccc3n2)cc1	i
Cc1ccc(C(=O)N2CCN(C(=O)c3ccccc3)C2c2ccc(N(C)C)cc2)cc1 (stereo not given)	i
Cc1ccc(CN2CCN(CC(=O)Nc3ccc(Br)cc3)S2(=O)=O)cc1	i
O=C(O)CCC(NC(=O)c1ccc(I)cc1)C(=O)O (stereo not given)	i
Cn1cncc1-c1nnc([C@H]2CCN(Cc3cccc(C#N)c3)C2)o1	i
O=C(NC1(C(F)(F)F)Oc2cc(Cl)c(Cl)cc2O1)N1CCCC1	?
CCOc1cc(C2C3=C(CC(C)(C)CC3=O)Nc3ccc4ncccc4c32)ccc1O (stereo not given)	i
CCOc1ccc(CN2CCN(c3nc(C)ccc3C(N)=O)CC2)cn1	?
Cc1c(C(C)NC(=O)C2(c3ccccc3)CCCCC2)cnn1-c1ccccn1 (stereo not given)	i
O=C(C1CCN(S(=O)(=O)c2cccs2)CC1)N1CCCCC1	i
CN(C)C(=O)N1CCC(C(=O)N2CCCC(N(C)CCc3ccccc3)C2)CC1 (stereo not given)	?
Cc1c(C(=O)NC2CCCC2)oc2ccc(S(=O)(=O)N3CCOCC3)cc12	i
Cc1ccc(F)c(N2C(=O)c3c(C)nc4ccccc4c3C2=O)c1	?
CC[C@H]1CN(C(=O)C(C)(C)C)CC[C@H]1CC(=O)O	i
COc1cc(NCCCc2nnc3ccccn23)ncn1	i
O=C1N=C(N2CCOCC2)S/C1=C/c1ccc(Cl)cc1	i
CCOc1ccc(N2COc3ccc(F)cc3C2)cc1	?
CCOC(=O)c1nn(CC)c2c1CN(C(=O)Cc1ccc(N3CCNC3=O)cc1)CC2	i
CN(C)C1CCN(C(=O)CC(=O)Nc2ccc(F)c(Cl)c2)C1 (stereo not given)	i
COc1cccc(NC(=O)c2oc3ccccc3c2NC(=O)COc2ccccc2F)c1	i
Cc1ccc2cccc(OCCNC3CCSC3)c2n1 (stereo not given)	?
CCN(CC)CCCN1C(=O)C(=O)C(=C(O)c2ccccc2)C1c1ccncc1 (stereo not given)	i
COc1cccc(NC(=O)CSc2nnc(Cc3ccccc3)n2C)c1	40%*
O=C(Nc1cc(Cl)c(Cl)cc1Cl)c1cnc2n(c1=O)CCS2	i
COc1ccc(CNC(=O)c2cc(-c3ccc4c(c3)OCO4)on2)cc1	i
O=C1NC(=Nc2ccccc2)c2ccc([N+](=O)[O-])cc21	i
CCOC(=O)c1sc(-c2ccccc2)c(C#N)c1C	i
CCn1nc(CC(C)C)cc1C(=O)N1CCc2[nH]nc(-c3ccccc3)c2C1	?
O=C(CCCc1ccc(F)cc1)NC1CCCN(C2Cc3ccccc3C2)C1 (stereo not given)	i
CCOc1ccc(S(=O)(=O)N(CC)Cc2ccccc2)c2cccnc12	i
COc1cc(C2C(C(=O)Nc3cc(C)ccn3)=C(C)NC3=C2C(=O)CCC3)ccc1O (stereo not given)	i
COc1ccccc1CNS(=O)(=O)c1cccc2cccnc12	?
CC(=O)c1c(C)n(C)c2ccc(O)cc12	i
N#Cc1c(NC(=O)c2cc(-c3ccccc3O)on2)sc2c1CCC2	?
O=C(c1cnc(CN2CCCC2)s1)N1CC[C@@H](c2ccc(F)cc2)[C@H](O)C1	?
C=CCSc1nc2ccccc2n1C(=O)c1ccc2c(c1)OCO2	i
O=C(Nc1cccc(Cl)c1Cl)c1cnc2n(c1=O)CCS2	i
CCOC(=O)C1=C(N)Oc2c(oc(CO)cc2=O)C1c1ccc(Cl)cc1 (stereo not given)	?
O=C(NC1CCN(Cc2ccccc2)CC1)c1ccccc1	i
COc1ccccc1CNc1ncnc2c1cnn2-c1cccc(C)c1	i
Cc1nsc(NC(=O)N2CCC(C(O)c3cccs3)CC2)n1 (stereo not given)	i
CC(=O)N[C@@H]1C[C@H](CC(C)C)O[C@H](c2c(C)n(C)n(-c3ccccc3)c2=O)C1	i
O=C(O)c1cc(Sc2ccc(F)cc2F)nc2ccccc12	?
Cc1cccc(OCCCN2CCCC2)c1	i
COc1ccc(S(=O)(=O)NC[C@H]2O[C@@H](CO)[C@@H](O)[C@H]2N2CCN(c3ccccc3OC)CC2)cc1	i

19 entries from above, with bars between the fields:
Molecule | ST2 inh
O=C(Nc1cc(Cl)c(Cl)cc1Cl)c1cnc2n(c1=O)CCS2 | i
COc1ccc(CNC(=O)c2cc(-c3ccc4c(c3)OCO4)on2)cc1 | i
O=C1NC(=Nc2ccccc2)c2ccc([N+](=O)[O-])cc21 | i
CCOC(=O)c1sc(-c2ccccc2)c(C#N)c1C | i
CCn1nc(CC(C)C)cc1C(=O)N1CCc2[nH]nc(-c3ccccc3)c2C1 | ?
O=C(CCCc1ccc(F)cc1)NC1CCCN(C2Cc3ccccc3C2)C1 (stereo not given) | i
CCOc1ccc(S(=O)(=O)N(CC)Cc2ccccc2)c2cccnc12 | i
COc1cc(C2C(C(=O)Nc3cc(C)ccn3)=C(C)NC3=C2C(=O)CCC3)ccc1O (stereo not given) | i
COc1ccccc1CNS(=O)(=O)c1cccc2cccnc12 | ?
CC(=O)c1c(C)n(C)c2ccc(O)cc12 | i
N#Cc1c(NC(=O)c2cc(-c3ccccc3O)on2)sc2c1CCC2 | ?
O=C(c1cnc(CN2CCCC2)s1)N1CC[C@@H](c2ccc(F)cc2)[C@H](O)C1 | ?
C=CCSc1nc2ccccc2n1C(=O)c1ccc2c(c1)OCO2 | i
O=C(Nc1cccc(Cl)c1Cl)c1cnc2n(c1=O)CCS2 | i
CCOC(=O)C1=C(N)Oc2c(oc(CO)cc2=O)C1c1ccc(Cl)cc1 (stereo not given) | ?
O=C(NC1CCN(Cc2ccccc2)CC1)c1ccccc1 | i
COc1ccccc1CNc1ncnc2c1cnn2-c1cccc(C)c1 | i
Cc1nsc(NC(=O)N2CCC(C(O)c3cccs3)CC2)n1 (stereo not given) | i
CC(=O)N[C@@H]1C[C@H](CC(C)C)O[C@H](c2c(C)n(C)n(-c3ccccc3)c2=O)C1 | i

(listing goes on)
SMILES	ST2 inh
COc1ccc(/C=C/C(=O)NCCc2c[nH]c3ccccc23)cc1OC	i
CCC(=O)N1CCc2cc(Br)cc(S(=O)(=O)CCC(=O)N3CCCCCC3)c21	i
NC(=O)c1nn(-c2ccccc2)nc1NC(=O)CSc1nnnn1-c1cccc(Cl)c1	i
CCC(C)N(Cc1cccnc1)C(=O)c1cncc(C)c1 (stereo not given)	?
CC(C)S(=O)(=O)c1ncc(CN2CCc3ccccc3C2)n1Cc1ccccc1F	i
COc1ccc(-c2nc3n(n2)C(=O)CC(c2ccc(F)cc2)S3)cc1 (stereo not given)	i
O[C@@H]1C[C@@H](c2nc(Cc3ccc(F)cc3Cl)no2)N(C2CCOCC2)C1	i
O=C1c2cccnc2CN1Cc1cc(-c2ccco2)on1	i
CN1CCN(C(=O)C2CCCN(S(=O)(=O)c3ccc(Cl)cc3)C2)CC1 (stereo not given)	i
Cc1cccc(Cn2c(CNS(=O)(=O)c3ccc(C(C)(C)C)cc3)nc3cccnc32)c1	i
COc1cc([N+](=O)[O-])cc(CN2CCCCC2)c1O	i
COc1ccc(C2C(=O)N(C3CCCCC3)CC(=O)N2CCc2ccc(OC)c(OC)c2)cc1 (stereo not given)	i
COc1ccc2oc(=Nc3cccc(F)c3)c(C(=O)NC(C)=O)cc2c1	?

These rows are one share of the data, so the mix of outcomes need not match the whole.
